Assay outcomes as filed in PubChem BioAssay.
tuberculosis growth: growth inhibition of non-replicating M. tuberculosis (AID 488890); Mycobacterium tuberculosis non-replicating, growth inhibition; higher % means a stronger effect; inhibition, % at 25 µM; hits with a dose series show IC50 in µM; 320,000 compounds, 0.39% hits; in the data active = a potency from the dose series; inconclusive = inhibition mostly from about 82% at the one dose, without a potency; inactive = the rest, 99 in 100 with inhibition below about 76%;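 note: plate controls were DMSO cells for no effect and high antibiotic wells for full effect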
PhoP GFP inhibition: PhoP regulon inhibitors, Salmonella typhi PhoP promoter GFP reporter, confirmatory (AID 1850). Salmonella Typhi PhoP-promoter GFP reporter, fluorescence, 4 h; higher % means a stronger effect. inhibition, % at 50 µM; hits with a dose series show IC50 in µM. 310,000 compounds, 0.33% hits; in the data active = a potency from the dose series; inconclusive = inhibition mostly from about 25% at the one dose, without a potency; inactive = the rest, 99 in 100 with inhibition below about 19%;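 note: 0% = induced wells with vehicle and 100% = uninduced wells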
inhibitors of VEEV: inhibitors of VEEV TC-83 cytopathic effect, confirmation, Vero cells (AID 588727); inhibition, % at 20 µM; hits with a dose series show IC50 in µM; Vero cells, VEEV TC-83 cytopathic effect inhibition; higher % means a stronger effect; 350,000 compounds, 0.13% hits; in the data active = a potency from the dose series; inconclusive = inhibition mostly from about 14% at the one dose, without a potency; inactive = the rest, 99 in 100 with inhibition below about 12%; note: strong numbers were not always called active
H37Rv inhibition: M. tuberculosis growth inhibition, HTS (AID 449762); M. tuberculosis H37Rv growth inhibition, 7H9 media; higher % means a stronger effect; inhibition, % at 25 µM; hits with a dose series show IC50 in µM; 330,000 compounds, 0.59% hits; in the data active = a potency from the dose series; inconclusive = inhibition above about 70% without an active follow-up result;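 note: bacterial growth assessed after seven days of incubation; strong numbers were not always called active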
influenza NS1A: H1N1 influenza NS1A inhibitors, functional cell based assay (AID 504329) | 340,000 compounds, 0.3% hits | inhibition, % at 12.5 µM, or IC50 in µM where a hit was titrated | NS1A functional cell-based assay, percent inhibition; higher % means a stronger effect; in the data active = a potency from the dose series; inconclusive = inhibition above about 27% without an active follow-up result; note: strong numbers were not always called active
inhibitors of VEEV 10K pilot screen: further read-out of inhibitors of VEEV, marked with its call; inhibition, %; measured here: 10K pilot screen inhibition
Starred values were filed as active, the others as inactive.

What do the screens show for `COc1ccc(C(=O)NC2CCN(S(=O)(=O)c3ccc(F)cc3)CC2)cc1`?
tuberculosis growth: -6.2%; PhoP GFP inhibition: -4.2%; inhibitors of VEEV: inactive; H37Rv inhibition: 2.9%; influenza NS1A: -8.2%

How did O=C(NNC(=S)Nc1ccccc1)c1cccc(Br)c1 do in these assays?
tuberculosis growth: 73.6%; PhoP GFP inhibition: 16.3%; inhibitors of VEEV: 0.6%; H37Rv inhibition: -7.6%; influenza NS1A: 0.7%

What do the screens show for `COc1cc(Cl)c(C)cc1NC(=O)c1ccc(S(C)(=O)=O)cc1`?
tuberculosis growth: 21.9%; PhoP GFP inhibition: 5.0%; inhibitors of VEEV: 9.3%; H37Rv inhibition: -3.4%; influenza NS1A: 14.0%

Results for COc1ccc(Nc2nc(NC(C)(C)C)nc(N3CCOCC3)n2)c(OC)c1 ?
tuberculosis growth: 2.1%; PhoP GFP inhibition: -6.8%; inhibitors of VEEV: inactive; H37Rv inhibition: 36.1%; influenza NS1A: 12.4%; inhibitors of VEEV 10K pilot screen: 3.0

Results for O=C(Nc1ccncc1)c1sc2ccccc2c1Cl ?
tuberculosis growth: 39.8%; PhoP GFP inhibition: -1.2%; inhibitors of VEEV: 3.4%; H37Rv inhibition: 1.9%; influenza NS1A: -10.9%

How did O=C(Nc1nnc(CCS(=O)(=O)c2ccc3ccccc3c2)s1)c1cccs1 do in these assays?
tuberculosis growth: 7.5%; PhoP GFP inhibition: 1.8%; inhibitors of VEEV: 1.1%; H37Rv inhibition: -3.9%; influenza NS1A: 0.0%

Results for Cn1c(N/N=C\c2cccc(O)c2)cc(=O)n(C)c1=O ?
tuberculosis growth: 8.5%; PhoP GFP inhibition: -8.5%; inhibitors of VEEV: 2.5%; H37Rv inhibition: -3.5%; influenza NS1A: -5.1%

How did Cc1cc(C)cc(NC(=S)NC2CC3CCC(C2)N3Cc2ccco2)c1 (configuration not stated) do in these assays?
tuberculosis growth: inconclusive; PhoP GFP inhibition: -7.3%; inhibitors of VEEV: inactive; H37Rv inhibition: -3.9%; influenza NS1A: -4.0%

How did Cc1ccc(N2CC(=O)N(NC(=O)c3sc4nc(C)cc(C)c4c3N)CC2=O)cc1 do in these assays?
tuberculosis growth: -5.0%; PhoP GFP inhibition: -1.0%; inhibitors of VEEV: 0.3%; H37Rv inhibition: -0.1%; influenza NS1A: -3.3%

How did COc1ccc(C(=O)N2CCC(N3CCN(c4ccccc4)CC3)CC2)cc1 do in these assays?
tuberculosis growth: -4.3%; PhoP GFP inhibition: -1.3%; inhibitors of VEEV: 0.4%; H37Rv inhibition: -1.4%; influenza NS1A: 0.3%

Results for COc1ccc(Cl)cc1NC(=O)CN1CCN(S(=O)(=O)N2CCCCC2)CC1 ?
tuberculosis growth: 9.1%; PhoP GFP inhibition: 4.2%; inhibitors of VEEV: inactive; H37Rv inhibition: 4.9%; influenza NS1A: 0.1%

Results for O=C(NC1CCCCCCC1)c1ccc(Br)o1 ?
tuberculosis growth: inconclusive; PhoP GFP inhibition: -9.1%; inhibitors of VEEV: inactive; H37Rv inhibition: -4.1%; influenza NS1A: -0.6%

How did CCC(=O)N1CCc2cc(S(=O)(=O)NC(Cc3ccccc3)C(=O)NC3CCCCC3)ccc21 (configuration not stated) do in these assays?
inhibitors of VEEV: 0.8%; influenza NS1A: -7.7%

Results for O=C(NCc1cccnc1)c1ccc(-c2ccccc2[N+](=O)[O-])o1 ?
tuberculosis growth: 25.6%; PhoP GFP inhibition: -6.1%; inhibitors of VEEV: inactive; H37Rv inhibition: 7.9%; influenza NS1A: 0.8%

How did Cc1[nH]c(=O)[nH]c(=O)c1NS(=O)(=O)c1ccccc1 do in these assays?
tuberculosis growth: -14.8%; PhoP GFP inhibition: -5.9%; inhibitors of VEEV: 2.6%; H37Rv inhibition: 1.5%; influenza NS1A: -4.9%

Part of the list above in order of number of heavy atoms, smallest number first.
Results for O=C(NC1CCCCCCC1)c1ccc(Br)o1 ?
tuberculosis growth: inconclusive; PhoP GFP inhibition: -9.1%; inhibitors of VEEV: inactive; H37Rv inhibition: -4.1%; influenza NS1A: -0.6%

How did Cc1[nH]c(=O)[nH]c(=O)c1NS(=O)(=O)c1ccccc1 do in these assays?
tuberculosis growth: -14.8%; PhoP GFP inhibition: -5.9%; inhibitors of VEEV: 2.6%; H37Rv inhibition: 1.5%; influenza NS1A: -4.9%

How did O=C(NNC(=S)Nc1ccccc1)c1cccc(Br)c1 do in these assays?
tuberculosis growth: 73.6%; PhoP GFP inhibition: 16.3%; inhibitors of VEEV: 0.6%; H37Rv inhibition: -7.6%; influenza NS1A: 0.7%

What do the screens show for `COc1ccc(C(=O)NC2CCN(S(=O)(=O)c3ccc(F)cc3)CC2)cc1`?
tuberculosis growth: -6.2%; PhoP GFP inhibition: -4.2%; inhibitors of VEEV: inactive; H37Rv inhibition: 2.9%; influenza NS1A: -8.2%

How did O=C(Nc1nnc(CCS(=O)(=O)c2ccc3ccccc3c2)s1)c1cccs1 do in these assays?
tuberculosis growth: 7.5%; PhoP GFP inhibition: 1.8%; inhibitors of VEEV: 1.1%; H37Rv inhibition: -3.9%; influenza NS1A: 0.0%

Next part.
What do the screens show for `Oc1cccc(CN2CCCCC2)c1`?
tuberculosis growth: -5.4%; PhoP GFP inhibition: -7.5%; inhibitors of VEEV: 1.9%; H37Rv inhibition: -3.1%; influenza NS1A: -0.8%

Results for Cc1cccc(NC(=O)CCn2c(=O)oc3ccccc32)c1 ?
tuberculosis growth: -8.4%; PhoP GFP inhibition: 6.7%; inhibitors of VEEV: 4.0%; H37Rv inhibition: 1.3%; influenza NS1A: 5.2%

How did CN1CCN(c2ccccc2NC(=O)c2ccc(-c3cccc([N+](=O)[O-])c3)o2)CC1 do in these assays?
tuberculosis growth: 63.5%; PhoP GFP inhibition: -1.8%; inhibitors of VEEV: 3.1%; H37Rv inhibition: 11.5%; influenza NS1A: 9.6%

How did Cn1c(=O)c2c(O)c([N+](=O)[O-])c(=O)n(C)c2n(C)c1=O do in these assays?
tuberculosis growth: -1.9%; PhoP GFP inhibition: -13.9%; inhibitors of VEEV: inactive; H37Rv inhibition: 5.2%

How did O=C(NCC1CCCO1)c1cccnc1Nc1ccccc1F (configuration not stated) do in these assays?
tuberculosis growth: -6.8%; PhoP GFP inhibition: -2.9%; inhibitors of VEEV: inactive; H37Rv inhibition: 3.7%; influenza NS1A: -7.2%

What do the screens show for `CCC(=O)NCCc1nc2cc(NC(=O)c3cccc([N+](=O)[O-])c3)ccc2n1C`?
tuberculosis growth: -18.8%; PhoP GFP inhibition: -5.2%; inhibitors of VEEV: 0.7%; H37Rv inhibition: 8.9%; influenza NS1A: -3.2%

Results for CC(C)NC(=O)NC(=O)COC(=O)c1ccc(F)cc1F ?
tuberculosis growth: 2.8%; PhoP GFP inhibition: 12.9%; inhibitors of VEEV: inactive; H37Rv inhibition: 5.3%; influenza NS1A: 9.1%

What do the screens show for `S=c1[nH]cnc2scc(-c3ccc(Br)cc3)c12`?
tuberculosis growth: 76.2%; PhoP GFP inhibition: -5.2%; inhibitors of VEEV: inactive; H37Rv inhibition: 42.0%; influenza NS1A: -5.0%

What do the screens show for `O=C(c1ccco1)N1CCN(CCCCOc2cccc3ccccc23)CC1`?
tuberculosis growth: 69.0%; PhoP GFP inhibition: -6.9%; inhibitors of VEEV: 4.2%; H37Rv inhibition: 14.5%; influenza NS1A: 11.5%

How did COc1c(F)c(F)c(C(=O)O)c(Nc2ccc(C)cc2C)c1F do in these assays?
tuberculosis growth: 11.3%; PhoP GFP inhibition: 6.0%; inhibitors of VEEV: 1.8%; H37Rv inhibition: -1.6%; influenza NS1A: 2.8%

How did CCCc1nc(NC(=O)c2ccccc2)nc(NC(=O)c2ccccc2)n1 do in these assays?
tuberculosis growth: -7.1%; PhoP GFP inhibition: -3.5%; inhibitors of VEEV: 0.8%; H37Rv inhibition: -3.1%; influenza NS1A: -1.9%

Results for CSc1nnc(C)c(=O)n1COC(=O)c1ccc(S(=O)(=O)N(C)C)cc1 ?
tuberculosis growth: 1.0%; PhoP GFP inhibition: 9.1%; inhibitors of VEEV: 0.4%; H37Rv inhibition: 0.3%; influenza NS1A: -8.6%

Results for Cc1cc(C)nc(NS(=O)(=O)c2ccc(NC(=O)c3ccc(S(=O)(=O)N4CCOCC4)cc3)cc2)n1 ?
tuberculosis growth: 14.6%; PhoP GFP inhibition: -18.3%; inhibitors of VEEV: inactive; H37Rv inhibition: 1.6%; influenza NS1A: -9.9%

Results for O=[N+]([O-])c1cc(Cl)c(O)c2ncccc12 ?
inhibitors of VEEV: inconclusive; influenza NS1A: -6.5%

Results for O=C(NCc1ccccc1Cl)[C@@H]1CCCN1S(=O)(=O)c1ccc(Cl)cc1 ?
tuberculosis growth: 21.3%; inhibitors of VEEV: inactive; H37Rv inhibition: -1.8%; influenza NS1A: -1.0%

How did COc1cc(C(C)=O)ccc1OCC(=O)N1CCc2ccccc2C1 do in these assays?
tuberculosis growth: 2.7%; PhoP GFP inhibition: 1.0%; inhibitors of VEEV: 0.4%; H37Rv inhibition: 1.1%; influenza NS1A: 2.7%

How did CC(=O)Nc1cc2c(cc1NC(=O)c1cnccn1)OCCO2 do in these assays?
tuberculosis growth: -2.6%; PhoP GFP inhibition: 0.2%; inhibitors of VEEV: 1.2%; H37Rv inhibition: -4.3%; influenza NS1A: -3.6%

What do the screens show for `COc1ccc(C(=O)NCC(C)(C)N2CCOCC2)cc1S(=O)(=O)NCc1ccc(Cl)cc1`?
inhibitors of VEEV: 3.4%; influenza NS1A: 4.7%

How did COc1ccc(NS(=O)(=O)c2ccc(S(=O)(=O)N3CCCC3)cc2)cc1 do in these assays?
tuberculosis growth: 8.7%; PhoP GFP inhibition: 4.7%; inhibitors of VEEV: inactive; H37Rv inhibition: 4.3%; influenza NS1A: 1.7%

What do the screens show for `Cn1cccc1/C=N/NC(=O)c1sc2ccccc2c1Cl`?
tuberculosis growth: inconclusive; PhoP GFP inhibition: -10.8%; inhibitors of VEEV: 6.6%; H37Rv inhibition: inconclusive; influenza NS1A: -15.8%

Results for Cc1ccc(C(O)CN2C3=NCCCN3c3ccccc32)cc1 (configuration not stated) ?
tuberculosis growth: -0.2%; PhoP GFP inhibition: -15.1%; inhibitors of VEEV: 0.5%; H37Rv inhibition: 2.7%; influenza NS1A: 4.1%

What do the screens show for `Cc1nc(SCC(=O)Nc2nc3ccccc3s2)c(C#N)c(C)c1C`?
tuberculosis growth: -26.0%; PhoP GFP inhibition: -4.0%; inhibitors of VEEV: 6.2%; H37Rv inhibition: 9.4%; influenza NS1A: -2.0%

What do the screens show for `Cc1ccc2cc(COC(=O)c3ccncc3)c(=O)[nH]c2c1`?
tuberculosis growth: 5.8%; PhoP GFP inhibition: 5.3%; inhibitors of VEEV: 0.5%; H37Rv inhibition: -1.1%; influenza NS1A: 26.2%

Results for CC(=O)Nc1cccc2cc(O)ccc12 ?
inhibitors of VEEV: 0.6%; influenza NS1A: 3.3%

How did O=C(Nc1ccc(-c2ccccc2)cc1)c1ccco1 do in these assays?
tuberculosis growth: 14.4%; PhoP GFP inhibition: 16.0%; inhibitors of VEEV: 0.7%; H37Rv inhibition: -8.7%; influenza NS1A: 1.7%

What do the screens show for `Cc1ccc(NC(=O)CCc2c(C)nn(-c3ccc(N4CCCCC4)nn3)c2C)cc1F`?
tuberculosis growth: 36.4%; PhoP GFP inhibition: 13.7%; inhibitors of VEEV: 10.2%; H37Rv inhibition: 9.1%; influenza NS1A: -0.5%

What do the screens show for `Cc1c(Br)c([N+](=O)[O-])nn1CC(=O)NCc1ccco1`?
tuberculosis growth: -6.1%; PhoP GFP inhibition: -5.3%; inhibitors of VEEV: 0.5%; H37Rv inhibition: 1.5%; influenza NS1A: 2.8%

Results for COc1ccc(NC(=O)c2ccccc2N(Cc2ccccc2)S(C)(=O)=O)c(OC)c1 ?
tuberculosis growth: 4.3%; PhoP GFP inhibition: -3.7%; inhibitors of VEEV: 0.2%; H37Rv inhibition: 4.9%; influenza NS1A: -7.2%

What do the screens show for `Cn1nc(C(=O)OCc2ccc(Br)cc2F)c2ccccc2c1=O`?
tuberculosis growth: 13.9%; PhoP GFP inhibition: 1.6%; inhibitors of VEEV: inactive; H37Rv inhibition: -2.6%; influenza NS1A: -3.9%

What do the screens show for `COc1ccc(NC(=O)CSc2nc3c(c(=O)n2C)SCC3)cc1OC`?
tuberculosis growth: -10.1%; PhoP GFP inhibition: -6.5%; inhibitors of VEEV: 3.2%; H37Rv inhibition: -15.3%; influenza NS1A: 17.1%
